Compound activity (PubChem)
HT1080 IDH1KD tx: toxicity to HT-1080 IDH1 knockdown cells (counter line); hit rate 2% among 360,000; Potency, µM (series often up to 46.1 µM), for inactives: at the top dose activity, negative = toxicity, most hits filed as cytotoxic; HT-1080 IDH1 knockdown viability, ATP luminescence, 48 h; AID 686971;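 also: potency is read from the fitted curve at half-maximal effect; 0% = DMSO wells and -100% = cell-free medium wells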
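CellTiter-Glo luminescence after 48 h compound exposure at 37 degrees C of IDH1-knockdown HT-1080 cells in 5% FBS RPMI. %Activity scaled between DMSO wells and cell-free media wells, with curves fitted and assigned curve classes.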
HT1080NT lethal: kills 2HG-producing HT-1080-NT fibrosarcoma cells | Potency, µM (series often up to 46.1 µM), for the others: top-dose activity, negative = less viability, actives largely listed as cytotoxic | hit rate 1.6% among 360,000 | AID 686970 | HT-1080-NT fibrosarcoma viability, CellTiter-Glo ATP luminescence, 48 h;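 also: NT is the 2HG producing partner of a matched IDH1 knockdown line; potency is read from the fitted curve at half-maximal effect; 0% = DMSO-treated cells and -100% = media-only wells without cells; nearly all actives have a fitted effect of over 55% in size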
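HT-1080-NT; 750 cells/well; 5% FBS RPMI; 48 h compound, 37 degrees C; CellTiter-Glo luminescence; curve fitting and curve-class assignment.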
MCF10A rereplic: induces DNA re-replication in MCF 10a normal breast cells | Potency, µM (titrated, usually from 46.1 µM), for the others: top-dose activity, positive = re-replication, usual class: activators | MCF 10A DNA re-replication, Hoechst nuclear intensity, 48 h | hit rate 2.9% among 350,000 | AID 624296; also: potency is read from the fitted curve at half-maximal effect; % of control where 0% means no effect; nearly all actives have a fitted effect of over 50% in size
KB-3-1 tox: kills parental KB-3-1 adenocarcinoma cells | KB-3-1 viability, CellTiter-Glo ATP luminescence, 72 h | Potency, µM (highest dose often 46.1 µM), for inactives: at the top dose activity change, negative = cytotoxic, hits mostly cytotoxic | hit rate 1.4% among 400,000 | AID 1347075; also: potency is read from the fitted curve at half-maximal effect; % is scaled to controls: 0 for no effect and ±100 for the full control effect; nearly all actives have a fitted effect of over 60% in size
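Cells are dispensed, compounds pinned in, plates held at 37 °C for 72 h, then CellTiter-Glo is added and luminescence read after 10 minutes. Cell line: parental KB-3-1 in phenol-red-free DMEM, 10% FBS.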
WRN inhibitor: inhibitors of human WRN helicase | Potency, µM (top dose mostly 114 µM), for the others: top-dose activity change, negative = inhibition, actives largely listed as inhibitors | WRN helicase unwinding, fluorescent forked duplex, kinetic | AID 651768 | Q14191 | hit rate 0.46% among 360,000; also: potency is read from the fitted curve at half-maximal effect; % is scaled to controls: 0 for no effect and ±100 for the full control effect; nearly all actives have a fitted effect of over 55% in size
Target sequence (Q14191 whole entry, looked up): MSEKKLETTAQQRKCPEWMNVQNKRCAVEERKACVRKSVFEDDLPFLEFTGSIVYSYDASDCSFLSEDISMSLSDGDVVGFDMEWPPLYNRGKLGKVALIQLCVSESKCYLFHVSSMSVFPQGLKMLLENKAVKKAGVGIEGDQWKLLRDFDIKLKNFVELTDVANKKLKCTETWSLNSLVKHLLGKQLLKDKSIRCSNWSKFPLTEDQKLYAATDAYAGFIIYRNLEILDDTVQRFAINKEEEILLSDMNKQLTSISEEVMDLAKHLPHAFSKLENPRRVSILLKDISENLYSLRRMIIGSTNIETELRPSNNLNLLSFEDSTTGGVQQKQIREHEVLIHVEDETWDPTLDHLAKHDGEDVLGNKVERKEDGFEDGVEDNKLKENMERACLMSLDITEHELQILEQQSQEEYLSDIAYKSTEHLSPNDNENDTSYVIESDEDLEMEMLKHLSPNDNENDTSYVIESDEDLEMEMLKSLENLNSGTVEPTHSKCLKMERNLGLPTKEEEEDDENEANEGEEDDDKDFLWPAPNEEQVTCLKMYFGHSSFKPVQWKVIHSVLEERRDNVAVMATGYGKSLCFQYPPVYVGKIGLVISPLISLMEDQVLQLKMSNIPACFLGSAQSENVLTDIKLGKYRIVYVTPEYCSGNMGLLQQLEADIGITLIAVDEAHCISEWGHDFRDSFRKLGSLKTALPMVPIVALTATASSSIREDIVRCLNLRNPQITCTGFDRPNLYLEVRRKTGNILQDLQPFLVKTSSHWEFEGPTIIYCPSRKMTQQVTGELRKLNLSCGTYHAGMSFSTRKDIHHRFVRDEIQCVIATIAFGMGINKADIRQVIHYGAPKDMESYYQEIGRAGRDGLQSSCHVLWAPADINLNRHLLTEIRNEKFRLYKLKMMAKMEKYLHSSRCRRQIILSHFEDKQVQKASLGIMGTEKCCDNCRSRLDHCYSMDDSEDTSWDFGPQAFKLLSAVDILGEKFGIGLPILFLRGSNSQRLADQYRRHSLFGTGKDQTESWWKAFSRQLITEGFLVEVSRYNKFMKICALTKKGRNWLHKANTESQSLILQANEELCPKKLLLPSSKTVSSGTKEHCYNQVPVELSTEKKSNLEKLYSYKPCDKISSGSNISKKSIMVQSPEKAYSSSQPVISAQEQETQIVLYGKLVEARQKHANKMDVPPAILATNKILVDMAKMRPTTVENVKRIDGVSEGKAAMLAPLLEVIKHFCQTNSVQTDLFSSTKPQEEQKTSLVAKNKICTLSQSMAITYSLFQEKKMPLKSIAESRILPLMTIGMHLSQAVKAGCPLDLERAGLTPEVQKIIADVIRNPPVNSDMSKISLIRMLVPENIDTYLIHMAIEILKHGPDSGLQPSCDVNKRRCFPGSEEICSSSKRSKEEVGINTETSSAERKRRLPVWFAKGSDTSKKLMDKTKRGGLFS
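WRN at 20 nM final preincubated with compound 15 min at room temperature; reaction started with 100 nM fluorophore/quencher forked duplex oligonucleotide and 2 mM ATP final. Unwinding followed kinetically by red fluorescence (ex 525, em 598 nm).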
IL-1B inflam inh: blocks inflammasome-driven IL-1 beta release. THP-1 LPS/ATP IL-1B secretion, AlphaLISA, 16 h; hits give low values. activity change, % at 57.5 µM. hit rate 4.7% among 360,000; in the data active = activity change below about -50%; inconclusive = mostly about -30% to -49%; also: % is scaled to controls: 0 for no effect and ±100 for the full control effect
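THP-1 cells pretreated 1 hr with compounds (up to 57.5 uM final), then stimulated with LPS (250 ng/mL final) plus ATP (1.25 mM final); secreted IL-1B measured by AlphaLISA after 16 hr, decreased signal indicating inhibition.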
KB-V1 cytotox: KB-V1 MDR subline cytotoxicity; KB-V1 MDR cells viability, CellTiter-Glo, 72 h; Potency, µM (series often up to 46.1 µM), for inactives: top-dose activity change, negative = cytotoxicity, actives largely listed as cytotoxic; hit rate 3.4% among 400,000; AID 1347076; also: potency is read from the fitted curve at half-maximal effect; % is scaled to controls: 0 for no effect and ±100 for the full control effect; nearly all actives have a fitted effect of over 60% in size
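KB-V1, DMEM (no phenol red) + 10% FBS; cpd pin-transferred, titration series; 72 h, 37 degrees C; CellTiter-Glo, luminescence. Data normalized, curve-fit.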
ATXN2 expr inh: ATXN2 expression inhibition. Potency, µM (top dose mostly 57 µM), without a hit: at the top dose activity change, negative = inhibition, usual class: inhibitors. hit rate 0.72% among 360,000. HEK-293 ATXN2-luciferase reporter, luminescence, 24 h. AID 1745845; also: potency is read from the fitted curve at half-maximal effect; % is scaled to controls: 0 for no effect and ±100 for the full control effect; nearly all actives have a fitted effect of over 55% in size
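ATXN2-luciferase reporter cells (luciferase flanked by upstream and downstream ATXN2 gene portions) were treated 24 h at 37 °C with compounds at up to 57 uM. SteadyGlo luminescence gave expression; GF-AFC fluorescence gave viability.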
SW480 rerep: inducers of DNA re-replication in SW480 colon cancer cells. SW480 DNA re-replication, Hoechst DNA content imaging, 48 h. Potency, µM (highest dose often 46.1 µM), inactives show at the top dose re-replication activation, actives largely listed as activators. hit rate 1.8% among 340,000. AID 624297; also: potency is read from the fitted curve at half-maximal effect; % of control where 0% means no effect; nearly all actives have a fitted effect of over 55% in size
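First, 250 cells per well were seeded. Next, compound or vehicle (23 nL) was pinned in, plates sat 48 hr at 37 C. Finally Hoechst was added for 40 min before fluorescence scanning.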
Numbers without * were called inactive; [ ] = dose if it differs, or a comment. Unless noted, calls follow the shape of the dose curve; as a rule, active = well fitted curve in the direction sought with a large enough effect; inconclusive = small, poorly fitted or top-dose-only effect, or another doubt; inactive = no such curve, though single readings can be large; an effect the other way counts as inactive or inconclusive.

What do the screens show for `O=C(Nc1nnc(SCCN2CCOCC2)s1)C1CC(=O)N(c2ccc(F)cc2)C1` (centres undefined)?
HT1080 IDH1KD tx: -5%; HT1080NT lethal: -10%; MCF10A rereplic: 9%; KB-3-1 tox: -8%; WRN inhibitor: -32%; IL-1B inflam inh: inactive; KB-V1 cytotox: -2%; ATXN2 expr inh: 6%; SW480 rerep: -3%

Results for COc1ccc(C(=O)NNC(=S)NC(=O)c2ccccc2[N+](=O)[O-])cc1 ?
HT1080 IDH1KD tx: -14%; HT1080NT lethal: -4%; MCF10A rereplic: 23%; KB-3-1 tox: 1%; WRN inhibitor: -8%; IL-1B inflam inh: 3; KB-V1 cytotox: 0%; ATXN2 expr inh: -26%; SW480 rerep: 38%

How did Cc1[nH]c(C)c(S(=O)(=O)N2CCN(c3ccccc3F)CC2)c1C(=O)N1CCCC1 do in these assays?
HT1080 IDH1KD tx: -2%; HT1080NT lethal: -2%; MCF10A rereplic: -2%; KB-3-1 tox: 0%; WRN inhibitor: -19%; IL-1B inflam inh: -1; KB-V1 cytotox: 0%; ATXN2 expr inh: -11%; SW480 rerep: -25%

Results for CCC1SC2=NC(C)=C(C(=O)OCC(C)C)C(/C=C/c3ccccc3OC)N2C1=O (centres undefined) ?
HT1080 IDH1KD tx: -17%; HT1080NT lethal: -21%; MCF10A rereplic: 13%; KB-3-1 tox: -21%; WRN inhibitor: -5%; IL-1B inflam inh: -18; KB-V1 cytotox: inconclusive; ATXN2 expr inh: 1%; SW480 rerep: inconclusive

How did Cn1c2c(c(=O)n(C)c1=O)C(C(F)(F)F)(C(F)(F)F)N=C(CCC1CCCCC1)N2 do in these assays?
HT1080 IDH1KD tx: inconclusive; HT1080NT lethal: inconclusive; MCF10A rereplic: inconclusive; KB-3-1 tox: 23µM*; WRN inhibitor: -1%; IL-1B inflam inh: -58*; KB-V1 cytotox: inconclusive; ATXN2 expr inh: inconclusive; SW480 rerep: 18%

What do the screens show for `O=S(=O)(NCCc1ccccn1)c1ccc(OC(F)(F)F)cc1`?
HT1080 IDH1KD tx: 1%; HT1080NT lethal: -1%; MCF10A rereplic: 6%; KB-3-1 tox: -5%; WRN inhibitor: 5%; IL-1B inflam inh: 6; KB-V1 cytotox: -6%; ATXN2 expr inh: -2%; SW480 rerep: 0%

Results for Cc1cc(NC(=O)c2ccc(F)cc2)n(CCOC(=O)c2ccc(F)cc2)n1 ?
HT1080 IDH1KD tx: -2%; HT1080NT lethal: 0%; MCF10A rereplic: -6%; KB-3-1 tox: -6%; WRN inhibitor: -34%[57.1 µM]; IL-1B inflam inh: 10; KB-V1 cytotox: -13%; ATXN2 expr inh: -1%; SW480 rerep: -2%

Results for O=C(CN1C(=O)NC2(CCCCC2)C1=O)Nc1cccc2ncccc12 ?
HT1080 IDH1KD tx: -10%; HT1080NT lethal: -2%; MCF10A rereplic: 0%; KB-3-1 tox: 1%; WRN inhibitor: 0%; IL-1B inflam inh: 1; KB-V1 cytotox: 16%; ATXN2 expr inh: 4%; SW480 rerep: 21µM*

How did O=C(COC(=O)c1cc2ccccc2oc1=O)c1cccc([N+](=O)[O-])c1 do in these assays?
HT1080 IDH1KD tx: 8%; HT1080NT lethal: 8%; MCF10A rereplic: -6%; KB-3-1 tox: 0%; WRN inhibitor: -9%; IL-1B inflam inh: 9; KB-V1 cytotox: inconclusive; ATXN2 expr inh: 3%; SW480 rerep: -5%

What do the screens show for `CCN(C(=O)COC(=O)[C@H](C)N=C1NS(=O)(=O)c2ccccc21)C1CCS(=O)(=O)C1` (some centres undefined)?
HT1080 IDH1KD tx: 22%; HT1080NT lethal: 1%; MCF10A rereplic: -3%; KB-3-1 tox: 1%; WRN inhibitor: inconclusive; IL-1B inflam inh: 1; KB-V1 cytotox: 12%; ATXN2 expr inh: 2%; SW480 rerep: 1%

Results for Cc1ccc2c(c1)N(CCC(=O)NCc1ccc3c(c1)OCO3)C(=O)CO2 ?
HT1080 IDH1KD tx: -1%; HT1080NT lethal: 20%; MCF10A rereplic: -1%; KB-3-1 tox: 27%; WRN inhibitor: -4%; IL-1B inflam inh: 0; KB-V1 cytotox: inconclusive; ATXN2 expr inh: 2%; SW480 rerep: -10%

What do the screens show for `O=[N+]([O-])c1cccc(-c2noc3c2-c2nc(Cc4cccc5ccccc45)sc2CC3)c1`?
HT1080 IDH1KD tx: 10%; HT1080NT lethal: 12%; MCF10A rereplic: 3%; KB-3-1 tox: -1%; WRN inhibitor: -4%; IL-1B inflam inh: 16; KB-V1 cytotox: 0%; ATXN2 expr inh: 17%; SW480 rerep: 2%

How did COCCNC(=O)c1nn2c(C(F)(F)F)cc(-c3ccccc3)nc2c1Cl do in these assays?
HT1080 IDH1KD tx: 9%; HT1080NT lethal: 11%; MCF10A rereplic: -3%; KB-3-1 tox: -1%; WRN inhibitor: -4%; IL-1B inflam inh: 11; KB-V1 cytotox: 15%; SW480 rerep: -5%

How did Cc1ccc(N/N=C(\C#N)C(=N)N2CCOCC2)cc1 do in these assays?
HT1080 IDH1KD tx: 2%; HT1080NT lethal: 12%; MCF10A rereplic: -22%; KB-3-1 tox: 18%; WRN inhibitor: 11%; IL-1B inflam inh: -2; KB-V1 cytotox: 22%; ATXN2 expr inh: 1%; SW480 rerep: 1%

What do the screens show for `CCOC(=O)C1(Cc2ccc(Cl)cc2)CCN(C(=O)CCc2ccncc2)CC1`?
HT1080 IDH1KD tx: -13%; HT1080NT lethal: -4%; MCF10A rereplic: 19%; KB-3-1 tox: -4%; WRN inhibitor: -6%; IL-1B inflam inh: inconclusive; KB-V1 cytotox: 4.1µM*; ATXN2 expr inh: -35%; SW480 rerep: inconclusive

What do the screens show for `CCN(C(=O)COc1ccccc1C(=O)NCc1ccccc1)C1CCS(=O)(=O)C1` (centres undefined)?
HT1080 IDH1KD tx: 11%; HT1080NT lethal: 11%; MCF10A rereplic: 6%; KB-3-1 tox: 3%; WRN inhibitor: 5%; IL-1B inflam inh: -9; KB-V1 cytotox: -24%; ATXN2 expr inh: 9%; SW480 rerep: -1%

Results for CC1(C(=O)Nc2nccs2)CCN1C(=O)C1(c2ccccc2)CC1 (centres undefined) ?
HT1080 IDH1KD tx: 25%; HT1080NT lethal: 22%; KB-3-1 tox: -4%; WRN inhibitor: 1%[57.1 µM]; IL-1B inflam inh: -12; KB-V1 cytotox: inconclusive; ATXN2 expr inh: 7%

Results for CC1CC(C)(C)NC(=S)N1CCCC(=O)N1CCN(c2ccc(F)cc2)CC1 (centres undefined) ?
HT1080 IDH1KD tx: 9%; HT1080NT lethal: 22%; MCF10A rereplic: 1%; KB-3-1 tox: -7%; WRN inhibitor: 1%; IL-1B inflam inh: 2; KB-V1 cytotox: -5%; ATXN2 expr inh: -26%; SW480 rerep: -2%

How did O=C(NCCN1CCOCC1)c1cnn2c(-c3ccccc3)cc(-c3ccccc3)nc12 do in these assays?
HT1080 IDH1KD tx: inconclusive; HT1080NT lethal: inconclusive; MCF10A rereplic: inconclusive; KB-3-1 tox: 3%; WRN inhibitor: 10%; IL-1B inflam inh: -55*; KB-V1 cytotox: inconclusive; ATXN2 expr inh: -15%; SW480 rerep: 7%

How did Cc1ccc(-c2cc(Cc3ccccn3)c(=O)[nH]n2)cc1 do in these assays?
HT1080 IDH1KD tx: -5%; HT1080NT lethal: 3%; MCF10A rereplic: inconclusive; KB-3-1 tox: -2%; WRN inhibitor: -3%; IL-1B inflam inh: -11; KB-V1 cytotox: -3%; ATXN2 expr inh: -9%; SW480 rerep: 0%

How did O=Nc1c(-c2ccccc2)[nH]n(-c2ccccc2)c1=O do in these assays?
HT1080 IDH1KD tx: inconclusive; HT1080NT lethal: -8%; MCF10A rereplic: 0%; KB-3-1 tox: -5%; WRN inhibitor: -1%; IL-1B inflam inh: -18; KB-V1 cytotox: -13%; ATXN2 expr inh: inconclusive; SW480 rerep: 2%

How did CCOc1cc(CNc2ccc(N3CCCCC3)cc2)cc(Br)c1OCC(=O)NC(C)(C)C do in these assays?
HT1080 IDH1KD tx: -5%; HT1080NT lethal: -11%; MCF10A rereplic: inconclusive; KB-3-1 tox: -5%; WRN inhibitor: 0%; IL-1B inflam inh: -86*; KB-V1 cytotox: 15µM*; ATXN2 expr inh: -17%; SW480 rerep: 11%

How did COc1ccc(N(C2CSC2)S(=O)(=O)c2ccccc2)cc1 do in these assays?
HT1080 IDH1KD tx: 6%; HT1080NT lethal: 4%; MCF10A rereplic: 1%; KB-3-1 tox: -1%; WRN inhibitor: -4%; IL-1B inflam inh: -18; KB-V1 cytotox: inconclusive; ATXN2 expr inh: 3%; SW480 rerep: -3%

What do the screens show for `CCCOc1cccc(C2/C(=C(/O)c3ccc(OC)cc3)C(=O)C(=O)N2CCN(C)C)c1` (centres undefined)?
HT1080 IDH1KD tx: 4%; HT1080NT lethal: -4%; MCF10A rereplic: 8%; KB-3-1 tox: 2%; WRN inhibitor: -2%; IL-1B inflam inh: 11; KB-V1 cytotox: 11%; ATXN2 expr inh: 3%; SW480 rerep: -3%[9.22 µM]

How did COc1ccc(C(=O)NCC(=O)Nc2ccccc2)cc1OC do in these assays?
HT1080 IDH1KD tx: 0%; HT1080NT lethal: 0%; MCF10A rereplic: -6%; KB-3-1 tox: 3%; WRN inhibitor: -8%; IL-1B inflam inh: -14; KB-V1 cytotox: 3%; ATXN2 expr inh: 2%; SW480 rerep: -5%[9.22 µM]

Rows are unselected. About 12% of those tested had a hit in this group.
